PV pol inh: poliovirus RNA polymerase inhibition. poliovirus polymerase elongation, fluorescence polarization; hits give low values. % elongation, % (compound at 16.7 µg/mL). hit rate 0.66% among 150,000; in the data active means % elongation below about 90%; further: some results filed as inactive read as strong as hits
Target sequence (P03300 1749-2209 limits assumed): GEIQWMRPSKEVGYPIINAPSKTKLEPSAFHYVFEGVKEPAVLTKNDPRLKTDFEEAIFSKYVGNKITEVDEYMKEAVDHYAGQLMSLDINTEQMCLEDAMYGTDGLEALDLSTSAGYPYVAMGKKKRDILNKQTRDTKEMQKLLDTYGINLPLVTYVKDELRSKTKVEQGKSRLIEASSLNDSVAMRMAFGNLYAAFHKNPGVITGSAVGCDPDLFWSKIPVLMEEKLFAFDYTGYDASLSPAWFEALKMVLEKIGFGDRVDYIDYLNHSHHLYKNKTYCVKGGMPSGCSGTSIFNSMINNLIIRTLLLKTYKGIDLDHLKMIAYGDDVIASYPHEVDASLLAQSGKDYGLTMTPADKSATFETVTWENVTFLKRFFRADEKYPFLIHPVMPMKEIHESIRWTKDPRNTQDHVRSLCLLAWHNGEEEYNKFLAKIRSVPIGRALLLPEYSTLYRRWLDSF
PV pol inh FP z-score: also measured in PV pol inh; calls as there; z-score; measured here: FP z-score; hits read low
* = called active by the depositor.

Structure,PV pol inh,PV pol inh FP z-score
CC1CC(C)CN(C(=O)NC2(C(F)(F)F)Oc3ccc(Cl)cc3O2)C1 (stereo unspecified),102.0,0.3
Cc1ccc(-c2csc(=Nc3ccccc3)n2CCCN(C)C)cc1,104.0,0.6
COC(=O)c1c(-c2c(Cl)cccc2Cl)noc1NC(=O)N(C)C,108.0,0.5
Cc1nc2sccn2c(=O)c1S(=O)(=O)Nc1ccccc1,102.0,0.3
Cc1ccc(C)c(-n2nnc(C(=O)Nc3ccc(Br)cc3)c2C)c1,111.0,0.2
CN(C)S(=O)(=O)c1ccc2c(c1)N(CC(=O)N1CCN(c3ccc(F)cc3)CC1)CCS2,109.0,0.5
O=C(CSc1ncc(CO)n1Cc1ccc(Cl)cc1)NC1CCCCC1,101.0,0
O=C(COC(=O)c1ccccc1)c1ccc(-c2ccccc2)cc1,102.0,0.1
Cc1ccc(-n2c(SCC(=O)Nc3cccc(F)c3)nc3c(oc4ccccc43)c2=O)cc1C,102.0,-0.7
O=C(NCn1nc(-c2ccccc2)nc1-c1ccccc1)c1cccnc1,103.0,0.5
COc1cccc(Cn2c(CNS(=O)(=O)c3ccc(Cl)s3)nc3cccnc32)c1,105.0,-0.6
CCC(C)NC(=O)C1CCC(=O)N(c2cc(OC)c(OC)c(OC)c2)C1c1ccc(OC)cc1 (stereo unspecified),96.0,-0.5
Nc1c(C(=O)NC2CCCC2)nnn1-c1ccccc1,103.0,0.5
N#Cc1ccc(COn2nnc3ccccc32)cc1,105.0,0.7
Cc1cc(C(F)(F)F)nc(SCC(=O)NCc2cccc(C(F)(F)F)c2)n1,102.0,0.2
CCCC(=O)N1c2ccccc2-c2nnc(SC)nc2OC1c1sccc1C (stereo unspecified),110.0,-0.2
Cc1cccc(NC(=O)C(=O)NCC(c2ccc3c(c2)OCO3)N2CCOCC2)c1C (stereo unspecified),107.0,-0.2
COc1ccc2nc(NC(=O)c3ccccc3NS(=O)(=O)c3cccs3)sc2c1,95.0,-0.6
COCCN1C(=O)/C(=C/c2cc(OC)c(O)cc2Br)SC1=S,115.0,4.3
CN1CCC(N(C)CC(O)COCc2ccccc2Cl)CC1 (stereo unspecified),91.0,-1.4
CCOC(=O)c1cnc2c(Cl)cc(Cl)cc2c1Nc1ccccc1OC,107.0,0.6
CCN(CC)CCN1C(=O)C(O)=C(C(=O)c2sc(C)nc2C)C1c1ccccn1 (stereo unspecified),100.0,-0.1
Cc1cc(C)nc(SCc2cc(=O)c(OC(=O)c3c(-c4ccccc4Cl)noc3C)co2)n1,100.0,-0.8
CC1(C)CC(c2ccccc2)(C(CO)CNCc2ccccc2)CCO1 (stereo unspecified),98.0,-0.5
O=S(=O)(NC12CC3CC(CC(C3)C1)C2)c1cccc(C(F)(F)F)c1,102.0,0.3
CC(=O)N/C(=C\c1ccc(Cl)cc1)C(=O)NCc1ccccc1,103.0,0.4
C=CCN=c1scc(-c2ccco2)n1/N=C/c1ccc(C(=O)OC)cc1,127.0,3.4
CNc1nc2c([nH]1)c(=O)n(C)c(=O)n2C,103.0,0.3
COc1ccc(-n2ccn(Cc3ccccc3C)c(=O)c2=O)cc1,118.0,2.1
CCOc1nc2cnccc2n(Cc2ccccc2C#N)c1=O,99.0,-1.3
COc1ccc(-c2nnc(SCC(=O)N3CC(=O)Nc4ccccc43)o2)cc1OC,107.0,0.7
CCn1cc(C(=O)NCc2cccnc2)c(=O)c2cc(S(=O)(=O)N3CCCC3)ccc21,102.0,1
Cc1ccc(CSc2cn(CCNC(=O)c3cccs3)c3ccccc23)cc1,106.0,0.3
CC(=O)c1ccc(NC(=O)c2sc3nc4c(cc3c2N)N2CCC4CC2)cc1,102.0,-0.8
CC(C)=NNC(=O)c1ccccc1,104.0,1.5
CCS(=O)(=O)N1CCN(c2nc(C)nc3sc4c(c23)CCC(C)C4)CC1 (stereo unspecified),100.0,-1.1
Oc1ccc(Cn2nc(-c3ccc(O)cc3)c3ccccc32)cc1,102.0,-0.2
Cc1ccc(/C=C/C(=O)N(Cc2nc3ccccc3c(=O)[nH]2)CC2CCCO2)o1 (stereo unspecified),101.0,-0.1
Nc1c(S(=O)(=O)c2ccccc2)c2nc3ccccc3nc2n1C1CC1,99.0,-0.2
Cc1ccc(C)c(N2CCN(C(=O)Cn3nc(C)c4sc5ccccc5c4c3=O)CC2)c1,109.0,0.4
COc1ccc(C=Nc2nonc2N)cc1,101.0,-0.1
CNC(=S)N(CCN1CCOCC1)Cc1cc2cc(C)c(Cl)cc2[nH]c1=O,103.0,0.3
COc1ccccc1NCC(=O)N/N=C/C=C1/N(C)c2ccccc2C1(C)C,97.0,-0.5
Cc1cc(SCC(N)=O)nc2ccccc12,100.0,-0.6
Cc1cccc(N2CCN(c3c(CN4CCCC4)c(=O)oc4ccccc34)CC2)c1C,101.0,-1.2
CCS(=O)(=O)N1CCC(C(=O)N2CCc3ccccc3C2)CC1,103.0,0.5
CC(=O)Oc1ccccc1C(=O)NCc1ccc(F)cc1,101.0,-0.4
Cc1ccc(S(=O)(=O)NN(C)C)cc1,102.0,0.9
O=C(NCc1ccco1)C1CCN(c2nccc(C(F)(F)F)n2)CC1,101.0,0
CC(NC(=O)c1ccccc1)c1ccc(F)cc1 (stereo unspecified),103.0,0.1

Carrying on:
Structure,PV pol inh,PV pol inh FP z-score
CCCS(=O)(=O)c1ncc(Cl)c(C(=O)Nc2c(C(=O)c3ccccc3)oc3ccccc23)n1,122.0,0.5
Cn1cnnc1Sc1ccc(Cl)cc1NC(=O)c1ccc(C#N)cc1,103.0,0
COCCCNC(=O)C1CCCN(c2nn3cc(-c4ccc(C)cc4)nc3s2)C1 (stereo unspecified),115.0,1.8
COc1ccc(CNC(=O)c2ccc3nc(N4CCOCC4)sc3c2)cc1,103.0,0.2
Cc1cc(NC(=O)c2cc(C3CC3)on2)no1,102.0,0.2
Clc1ccc(-c2nnn3c2nc(NC2CCCCC2)c2ccccc23)cc1,108.0,1.3
O=C(COc1ccc2ccc(=O)oc2c1)N1CCc2ccccc21,106.0,0.3
CCOC(=O)C1CCN(c2nc3cc(Br)ccc3s2)CC1,105.0,1.4
COc1ccc(Nc2oc(/C=C/c3cccc(OC)c3)nc2C#N)cc1,101.0,-1.8
COc1ccc(NC(=O)CCCN2C(=O)COc3ccc(C)cc32)cc1OC,104.0,-1.1
O=C(Cn1nnc(-c2cccnc2)n1)NCC1CCCO1 (stereo unspecified),100.0,-0.5
Cc1ccccc1C(=O)Nc1n[nH]c(C(F)(F)F)n1,102.0,0.1
CCOc1ccc(N2CC(C(=O)Oc3ccc4c(C)cc(=O)oc4c3)CC2=O)cc1 (stereo unspecified),102.0,-0.1
CCc1ccc(Nc2nn3c(=O)c4cc5c(cc4nc3s2)OCO5)cc1,106.0,0.2
COc1ccc(C(=O)Nc2ccc(C(O)(C(F)(F)F)C(F)(F)F)cc2)cc1,102.0,0
O=C1CC(NS(=O)(=O)c2cccnc2)CN1c1ccccc1 (stereo unspecified),106.0,1.2
Cc1onc(-c2c(Cl)cccc2Cl)c1C(=O)N(C)C,104.0,0.2
CC(=O)N1CCc2c(sc3c2c(=O)n(-c2cccc(Cl)c2)c(=O)n3Cc2ccc(F)cc2Cl)C1,108.0,0.6
Cc1ccc(NC(=O)Cn2c(=O)n(Cc3nc(C)no3)c(=O)c3cc4c(cc32)OCO4)cc1,112.0,0.7
Cn1cccc1CNCC(O)c1ccccc1 (stereo unspecified),106.0,1.3
O=C(COc1ccc(Cl)cc1)N1CCCCC1,102.0,0.2
Cc1ccc(NC(=O)c2nn(C)c3c2CS(=O)(=O)c2ccccc2-3)c(Cl)c1,104.0,-0.4
O=C(COC(=O)CSc1nnc(-c2ccccc2F)n1-c1ccccc1)Nc1nnc(-c2ccccc2)o1,110.0,0.9
CCC(C)(CC(=O)O)CC(=O)Nc1cc(C(F)(F)F)cc(C(F)(F)F)c1 (stereo unspecified),102.0,0
COc1ccc(Nc2cc(C)nc3c(C)c(C)ccc23)cc1,99.0,-1
O=C(c1ccccc1)N1CCN(C(=O)C2CC3C=CC2C3)CC1 (stereo unspecified),100.0,-0.3
COc1ccc(-c2nn(-c3ccccc3)cc2CCC(=O)O)cc1,100.0,-0.4
O=C(OCc1c(F)cccc1Cl)c1ccc(Cl)cc1,102.0,-0.3
C(=N\N1CCN(c2ccccn2)CC1)/c1ccco1,105.0,1.3
Cn1cnc(S(=O)(=O)N(Cc2ccccc2)Cc2ccccc2N2CCC(C(=O)O)CC2)c1,86.0*,-2.7*
COc1ccc2c(C)[nH]c(=O)cc2c1,99.0,-0.4
COc1ccc(OC)c(NC(=O)c2ccc(-c3nc(COc4ccccc4)c(C)o3)cc2)c1,103.0,-0.7
Cn1cc(S(=O)(=O)c2ccccc2)c(=O)c2cc(F)ccc21,100.0,-0.2
COC(=O)C1C(c2ccc(OC)cc2)c2c([nH][nH]c2=O)CC1(C)O (stereo unspecified),106.0,1.5
CC(C)n1cc(-c2nc(C(C)(C)C)cs2)c(=O)n(Cc2ccccc2)c1=O,102.0,-0.2
COc1cc(C)ccc1OCC(=O)NN1C(C)CCCC1C (stereo unspecified),104.0,0.3
CC(C)Oc1ccc(C(=O)N2CC(=O)Nc3ccc(F)cc3C2c2ccc(F)cc2)cc1 (stereo unspecified),107.0,0.4
Cc1cccc(-c2nc(-c3ccc4c(c3)[nH]c(=O)n4C)no2)c1,109.0,0.5
Cc1cccc(C(=O)Nc2nnc(S(=O)(=O)N3CCC(C)CC3)s2)c1,113.0,1.1
COC(=O)c1ccccc1NC(=O)CNc1cc(OC)c(OC)cc1C,105.0,0.3
CN(C(=O)CSc1nnc(Nc2ccccc2)s1)C1CCS(=O)(=O)C1 (stereo unspecified),104.0,0.5
CCOC(=O)Cc1csc(/C(=N/O)C(N)=O)n1,103.0,0.4
CC(C)CCN1C(=O)C2(NN(CCO)C(=Nc3ccccc3)S2)c2ccccc21 (stereo unspecified),105.0,0.2
O=C(Nc1ccc(F)cc1F)C(Cc1ccccc1)N1Cc2ccccc2C1=O (stereo unspecified),105.0,-0.5
CCCNS(=O)(=O)c1nc2nc(C)cc(C)n2n1,106.0,0.3
O=C(NCc1cccnc1)C1c2ccccc2C(=O)N1Cc1ccccc1 (stereo unspecified),104.0,0.3
Cc1nnc(SCC(=O)c2c[nH]c3ccccc23)n(N)c1=O,102.0,-0.1
CCOc1ccccc1NC(=O)NCc1ccccc1,104.0,0.8
CC(=O)N1CCc2cc(S(=O)(=O)NC(CC(C)C)C(=O)N3CCN(c4ccc(F)cc4)CC3)ccc21 (stereo unspecified),101.0,0.4
COc1ccc(N=C2SCC(=O)N2Cc2ccccc2)cc1,101.0,0.5

A run of entries taken from the entries so far:
Structure,PV pol inh,PV pol inh FP z-score
O=C(c1ccccc1)N1CCN(C(=O)C2CC3C=CC2C3)CC1 (stereo unspecified),100.0,-0.3
COc1ccc(-c2nn(-c3ccccc3)cc2CCC(=O)O)cc1,100.0,-0.4
O=C(OCc1c(F)cccc1Cl)c1ccc(Cl)cc1,102.0,-0.3
C(=N\N1CCN(c2ccccn2)CC1)/c1ccco1,105.0,1.3

Further compounds
Structure,PV pol inh,PV pol inh FP z-score
Cc1ccc(CNc2ccc(O)cc2)s1,103.0,0.5
Cc1ccc(C(=O)Nc2ccccc2C(=O)OCc2cc(=O)n3nc(C4CC4)sc3n2)cc1,109.0,0.6
O=c1cc(C(F)(F)F)[nH]c2c(Br)cccc12,103.0,0.3
CCOC(=O)CSc1nc2cc3c(cc2c(=O)n1CCCC(=O)NCCc1ccc(OC)c(OC)c1)OCO3,112.0,1.4
CN1C(=O)Cc2cc(S(=O)(=O)CCC(=O)N3CCn4c3nc3ccccc34)ccc21,102.0,0.3
Cc1ccnc(N2CCC(C(=O)NCc3ccc(F)cc3)CC2)n1,101.0,-0.4
Cc1ccccc1CSCC(=O)Nc1sccc1C#N,108.0,0.8
CCOC(=O)N1CCN(Cc2nnc(-c3ccc4c(c3)OCO4)o2)CC1,105.0,1.2
O=C1/C(=C/c2cccs2)CS/C1=C/c1cccs1,101.0,0.1
COc1ccccc1CNC(=O)CSc1nc(=O)[nH]c2c1CCCC2,108.0,0.3
CCc1nc(C)ccc1OCC(=O)N(CC)CC,99.0,-0.4
CCn1c(CSc2ccc3c(c2)OCCCO3)nc2cc(S(=O)(=O)N(C)C)ccc21,113.0,0.6
CCn1ncc(-c2ccnc3cc(C(=O)O)nn23)c1C,93.0,-3.1
Cn1cc(S(=O)(=O)c2cccc(Cl)c2)c(=O)c2cc(F)c(N3CCCCCC3)cc21,105.0,-0.6
COC(=O)c1sc(NC(=O)c2cc3nc(-c4ccc(Br)cc4)cc(C(F)(F)F)n3n2)c(C(=O)OC)c1C,110.0,0.6
O=C(O)C12CCCC(C(=O)O)(CCC1)C2,104.0,0.1
Cc1cc(C)cc(NC(=O)CSCc2cc(=O)c3cc(Cl)ccc3[nH]2)c1,106.0,0.1
O=C(N/N=C(\Cc1ncc[nH]1)c1ccccc1)c1cccs1,103.0,0
N#CC(=S)Nc1ccc(F)cc1,85.0*,-2.2*

Another view of four compounds above.
COc1ccc(C=Nc2nonc2N)cc1
  PV pol inh: 101.0	PV pol inh FP z-score: -0.1

CNC(=S)N(CCN1CCOCC1)Cc1cc2cc(C)c(Cl)cc2[nH]c1=O
  PV pol inh: 103.0	PV pol inh FP z-score: 0.3

COc1ccccc1NCC(=O)N/N=C/C=C1/N(C)c2ccccc2C1(C)C
  PV pol inh: 97.0	PV pol inh FP z-score: -0.5

Cc1cc(SCC(N)=O)nc2ccccc12
  PV pol inh: 100.0	PV pol inh FP z-score: -0.6

Some of the compounds tested, so the mix of outcomes need not match the whole.
